sPLA2-III inh – Blocks human group III sPLA2 activity; Q9NZ20; inhibition, % at 12.2 µM; QFRET BODIPY PC-A2 liposome hydrolysis, fluorescence; hit rate 0.56% among 370,000;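 active means inhibition above mean plus 3 SD of compounds lying within the high and low control bounds, cut at about 19% in these data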;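 further: 0% = median of test compound wells and 100% = no enzyme DMSO wells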
SMARCA2 activ – increases SMARCA2 function in MMTV reporter cells; MG213 cells, MMTV-luciferase reporter, dexamethasone, overnight; activation, % at 9.1 µM; hit rate 1% among 370,000; in the data active means activation above about 7.8%;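 further: 0% = vehicle wells and 100% = reference activator wells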
DAX1 inh-1 – inhibitors of human orphan nuclear receptor DAX1 (NR0B1); P51843; inhibition, % at 6.75 µM; AID 504766; HEK293 Gal4-DAX1 luciferase reporter, luminescence; hit rate 0.99% among 340,000;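 active means inhibition above the mean over all tested compounds plus 3 SD, cut at about 4.2% in these data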;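 further: 0% = DAX1-transfected cells with DMSO and 100% = empty-vector control cells with DMSO; inhibition shows as a rise in luminescence from relieved DAX1 repression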
Target sequence (P51843 207-470 limits assumed): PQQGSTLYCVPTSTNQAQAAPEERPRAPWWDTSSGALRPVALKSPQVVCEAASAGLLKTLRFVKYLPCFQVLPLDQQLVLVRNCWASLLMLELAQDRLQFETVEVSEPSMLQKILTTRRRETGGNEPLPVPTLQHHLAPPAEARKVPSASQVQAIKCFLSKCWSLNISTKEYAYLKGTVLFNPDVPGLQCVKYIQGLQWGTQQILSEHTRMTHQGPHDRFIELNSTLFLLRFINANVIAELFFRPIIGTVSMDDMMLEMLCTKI
DAX1 inh-2 – blocks DAX1 repression of SF-1 activated StAR promoter; inhibition, % at 6.8 µM; hit rate 1.1% among 370,000; HEK293T StAR-luciferase reporter, SF-1/DAX-1 repression relief; AID 652010;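 active means inhibition above the mean over all tested compounds plus 3 SD, cut at about 3.6% in these data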;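 further: 0% = DAX-1 cells with DMSO and 100% = cells lacking DAX-1 with DMSO; higher inhibition means more luminescence from relief of DAX-1 repression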
PG9 Ab binder – small molecules binding HIV-1 gp120 antibody PG9; TR-FRET gp120-PG9 antibody binding; inhibition, % at 6.7 µM; hit rate 0.43% among 360,000; in the data active means inhibition above about 8.5%
ssDAF12 agonist – activators of S. stercoralis DAF-12 nuclear receptor; HEK293 ssDAF-12/GRIP1 lit1-tk-luc reporter, luminescence; % of 3 µM dafachronic acid response; activation, % at 6.8 µM; hit rate 1% among 370,000; AID 652126;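 active means activation above the mean over all tested compounds plus 3 SD, cut at about 0.9% in these data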;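 further: 0% = DMSO-only wells and 100% = 3 µM delta7-dafachronic acid wells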
Rev-erbA mod – modulators of human Rev-erb alpha DNA binding | Rev-erbα–FITC-DNA binding, fluorescence polarization, 90 min | activity, % at 10 µM | P20393 | hit rate 0.79% among 370,000 | AID 1259318;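 active means activity above about 14%, limit read from the data; passing the limit was not always enough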;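 further: 0% = DMSO wells with 35 nM protein and 100% = DMSO wells with 750 nM protein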
Target sequence (P20393 whole entry, looked up): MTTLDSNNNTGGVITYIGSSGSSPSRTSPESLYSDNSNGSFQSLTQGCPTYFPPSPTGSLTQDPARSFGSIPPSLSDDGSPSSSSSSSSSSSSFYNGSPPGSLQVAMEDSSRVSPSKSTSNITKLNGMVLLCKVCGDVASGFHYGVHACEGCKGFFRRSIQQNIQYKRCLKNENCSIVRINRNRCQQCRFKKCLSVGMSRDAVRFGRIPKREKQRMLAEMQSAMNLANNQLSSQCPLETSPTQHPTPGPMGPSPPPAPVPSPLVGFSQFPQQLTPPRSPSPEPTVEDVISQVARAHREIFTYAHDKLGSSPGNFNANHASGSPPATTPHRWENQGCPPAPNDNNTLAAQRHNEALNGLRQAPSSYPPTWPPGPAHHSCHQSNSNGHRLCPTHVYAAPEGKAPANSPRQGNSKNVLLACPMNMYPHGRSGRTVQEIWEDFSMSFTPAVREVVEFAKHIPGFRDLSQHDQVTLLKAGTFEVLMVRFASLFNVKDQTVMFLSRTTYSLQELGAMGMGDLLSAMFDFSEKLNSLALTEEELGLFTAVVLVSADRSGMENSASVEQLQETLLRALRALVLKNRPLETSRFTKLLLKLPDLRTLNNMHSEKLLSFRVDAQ
GAA850 FXN act – increases GAA850 frataxin promoter reporter activity. HEK293 lucGAA850 FXN promoter luciferase reporter, 24 h; percent of 10 µM SAHA response. activation, % at 6 µM. hit rate 0.56% among 360,000. AID 540364;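 active means activation above the average of all compounds screened plus 3 SD, cutoff fixed separately per campaign, cut at about 7.5% in these data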;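 further: 0% = DMSO wells and 100% = 10 µM SAHA wells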
PLC-beta3 inh – PLC-beta3 (human) inhibition, primary screen | Purified PLC-beta3, fluorogenic substrate, fluorescence | inhibition, % at 12.2 µM | hit rate 0.18% among 370,000 | AID 720704; in the data active means inhibition above about 11%;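 further: 0% = median of compound wells on plate and 100% = full blocker control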
hcDAF-12 act – activators of H. contortus DAF-12 nuclear receptor | hit rate 1.4% among 370,000 | AID 652067 | HEK293 hcDAF-12 lit1-tk-luc reporter, luminescence; 0% DMSO, 100% Δ7-dafachronic acid | activation, % at 6.8 µM;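 active means activation above the mean of all tested compounds plus 3 SD, cut at about 5.5% in these data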;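 further: 100% = response to 3 µM Δ7-dafachronic acid high control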
hgDAF-12 ag – activates the H. glycines DAF-12 receptor ligand-binding domain. HEK293 GAL4-hgDAF12 UAS-luciferase reporter, agonist luminescence; normalized to butyrate control. activation, % at 6.8 µM. hit rate 1.8% among 370,000;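 active means activation above a cutoff set at the mean of all screened compounds plus 3 SD, cut at about 10% in these data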;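 further: 0% = DMSO wells and 100% = sodium butyrate wells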
* marks the source's active call; other numbers are inactive results; · = not tested or not shown. Some of the compounds tested. The share of hits here may be higher or lower than overall.

#1 O=C(Nc1ccc(Cl)cc1)N1CC1
#2 COc1cc(C2SCC(=O)Nc3c2c(=O)[nH]n3C2CCCCCC2)cc(OC)c1OC (configuration not stated)
#3 COc1cccc(-n2c(O)c(C=Nc3c(C)n(C)n(-c4ccccc4)c3=O)c(=O)[nH]c2=O)c1
#4 CC(C(=O)O)N(C(=O)c1ccccc1)c1ccc(F)c(Cl)c1 (configuration not stated)
#5 COC(=O)C1=C(c2ccc(OCc3ccccc3)c(F)c2)C[C@@H]2CC[C@H]1N2C
#6 COc1ccc(CC2(CCc3ccccn3)C(=O)NC(=O)N(c3ccccc3C)C2=O)cc1OC (configuration not stated)

Screen / compound no. | 1 | 2 | 3 | 4 | 5 | 6
sPLA2-III inh | 3 | 1 | -1 | 8 | -31 | 0
SMARCA2 activ | 2 | -1 | 0 | -3 | -4 | -2
DAX1 inh-1 | 0.9 | 0.4 | -0.7 | 0.9 | 0.9 | -0.1
DAX1 inh-2 | 1.4 | 0.1 | 0.1 | 0.0 | -1.0 | 0.7
PG9 Ab binder | -0.3 | -0.5 | -4.0 | -2.4 | -1.9 | 0.7
ssDAF12 agonist | -0.7 | -1.2 | -1.2 | 0.0 | -1.6 | -1.1
Rev-erbA mod | 8 | -4 | 6 | -2 | -1 | -4
GAA850 FXN act | -1.2 | -1.1 | 1.6 | 2.4 | -2.8 | -1.0
PLC-beta3 inh | 2 | -1 | -17 | -1 | 6 | 3
hcDAF-12 act | -0.2 | -0.8 | -0.6 | -0.5 | -0.9 | -1.2
hgDAF-12 ag | -1.2 | 2.4 | -0.3 | -1.1 | -2.8 | 0.6

#7 COc1ccc(NC(=O)c2cc([N+](=O)[O-])ccc2N2CCNCC2)cc1
#8 CC1(C)N=C(c2ccccc2)[C@@H]2C(c3ccc([N+](=O)[O-])cc3)N21 (some centres not stated)
#9 COC(=O)Cn1cc(/C=C2\C(=O)NC(=O)N(c3ccccc3)C2=O)c2ccccc21
#10 Cc1cccc(-n2c(O)c(C=NCCN3CCNCC3)c(=O)[nH]c2=S)c1
#11 CN1CCN(c2ccc(N)cc2Cl)CC1
#12 CCN(CC)CCCN=C(C)c1c(O)n(-c2ccc(C)cc2)c(=O)[nH]c1=O

Screen / compound no. | 7 | 8 | 9 | 10 | 11 | 12
sPLA2-III inh | -3 | -3 | -4 | -6 | 2 | -1
SMARCA2 activ | 3 | 1 | -1 | -2 | -4 | 0
DAX1 inh-1 | -0.1 | 1.1 | 0.1 | -0.3 | · | 1.4
DAX1 inh-2 | -0.5 | -0.4 | -0.2 | 0.2 | -0.2 | -0.4
PG9 Ab binder | -2.1 | -5.0 | -0.2 | -4.0 | -0.4 | -0.6
ssDAF12 agonist | -0.3 | 0.4 | 0.5 | 0.1 | -1.1 | -1.2
Rev-erbA mod | -1 | 0 | 1 | 0 | 1 | 2
GAA850 FXN act | 0.4 | 1.3 | 1.9 | 0.6 | 0.6 | 0.1
PLC-beta3 inh | 4 | -1 | -14 | -1 | -4 | 3
hcDAF-12 act | -0.9 | 0.9 | 0.5 | 0.0 | -1.1 | -2.4
hgDAF-12 ag | -1.0 | 0.6 | -0.1 | 2.8 | -1.9 | -1.2

An excerpt from above in order of number of heavy atoms, lowest first:
#1 O=C(Nc1ccc(Cl)cc1)N1CC1
#11 CN1CCN(c2ccc(N)cc2Cl)CC1
#4 CC(C(=O)O)N(C(=O)c1ccccc1)c1ccc(F)c(Cl)c1 (configuration not stated)
#8 CC1(C)N=C(c2ccccc2)[C@@H]2C(c3ccc([N+](=O)[O-])cc3)N21 (some centres not stated)
#7 COc1ccc(NC(=O)c2cc([N+](=O)[O-])ccc2N2CCNCC2)cc1
#5 COC(=O)C1=C(c2ccc(OCc3ccccc3)c(F)c2)C[C@@H]2CC[C@H]1N2C
#9 COC(=O)Cn1cc(/C=C2\C(=O)NC(=O)N(c3ccccc3)C2=O)c2ccccc21
#3 COc1cccc(-n2c(O)c(C=Nc3c(C)n(C)n(-c4ccccc4)c3=O)c(=O)[nH]c2=O)c1

Screen / compound no. | 1 | 11 | 4 | 8 | 7 | 5 | 9 | 3
sPLA2-III inh | 3 | 2 | 8 | -3 | -3 | -31 | -4 | -1
SMARCA2 activ | 2 | -4 | -3 | 1 | 3 | -4 | -1 | 0
DAX1 inh-1 | 0.9 | · | 0.9 | 1.1 | -0.1 | 0.9 | 0.1 | -0.7
DAX1 inh-2 | 1.4 | -0.2 | 0.0 | -0.4 | -0.5 | -1.0 | -0.2 | 0.1
PG9 Ab binder | -0.3 | -0.4 | -2.4 | -5.0 | -2.1 | -1.9 | -0.2 | -4.0
ssDAF12 agonist | -0.7 | -1.1 | 0.0 | 0.4 | -0.3 | -1.6 | 0.5 | -1.2
Rev-erbA mod | 8 | 1 | -2 | 0 | -1 | -1 | 1 | 6
GAA850 FXN act | -1.2 | 0.6 | 2.4 | 1.3 | 0.4 | -2.8 | 1.9 | 1.6
PLC-beta3 inh | 2 | -4 | -1 | -1 | 4 | 6 | -14 | -17
hcDAF-12 act | -0.2 | -1.1 | -0.5 | 0.9 | -0.9 | -0.9 | 0.5 | -0.6
hgDAF-12 ag | -1.2 | -1.9 | -1.1 | 0.6 | -1.0 | -2.8 | -0.1 | -0.3

#6 COc1ccc(CC2(CCc3ccccn3)C(=O)NC(=O)N(c3ccccc3C)C2=O)cc1OC (configuration not stated)

Screen / compound no. | 6
sPLA2-III inh | 0
SMARCA2 activ | -2
DAX1 inh-1 | -0.1
DAX1 inh-2 | 0.7
PG9 Ab binder | 0.7
ssDAF12 agonist | -1.1
Rev-erbA mod | -4
GAA850 FXN act | -1.0
PLC-beta3 inh | 3
hcDAF-12 act | -1.2
hgDAF-12 ag | 0.6

Next records:
#13 COC1=CC2[C@@H]3Cc4ccc(OC)c(O)c4[C@]2(CCN3C)CC1=O (some centres not stated)
#14 CCOc1ccc(/C=C2/C(=O)NC(=O)N(CCc3ccc(F)cc3)C2=O)cc1
#15 CCOC(=O)/C(=N\Nc1ccccc1)N1CC1
#16 CCN(CC)c1ccc(N=Cc2c(O)n(CCc3ccc(OC)c(OC)c3)c(=O)[nH]c2=O)cc1
#17 C=CCn1c(O)c(C(CC)=NCCC2=CCCCC2)c(=O)[nH]c1=O
#18 CCN1CCN(C(=O)Cc2coc3ccc4ccccc4c23)CC1

Screen / compound no. | 13 | 14 | 15 | 16 | 17 | 18
sPLA2-III inh | 2 | -16 | 4 | 2 | -6 | -1
SMARCA2 activ | -1 | -2 | -1 | 3 | -1 | 1
DAX1 inh-1 | -0.1 | 0.3 | 0.7 | -1.1 | -0.1 | 1.0
DAX1 inh-2 | 0.3 | 0.1 | -0.7 | -0.1 | -0.5 | 1.0
PG9 Ab binder | -0.6 | -1.3 | -6.1 | -0.3 | 1.1 | -0.4
ssDAF12 agonist | -0.6 | -1.7 | -0.5 | -0.9 | -2.0 | -0.9
Rev-erbA mod | 8 | -3 | 0 | -2 | 1 | 0
GAA850 FXN act | -1.7 | 3.7 | 2.5 | 2.1 | 0.5 | 0.8
PLC-beta3 inh | 1 | -1 | 1 | -3 | -1 | 0
hcDAF-12 act | -0.5 | 2.4 | 0.0 | -0.5 | -2.4 | -1.6
hgDAF-12 ag | 2.3 | 1.2 | -0.8 | 1.2 | -3.0 | 0.1

#19 O=C(c1cc(C(=O)NCc2ccc(Cl)cc2)c(=O)n(Cc2ccc(Cl)cc2)c1)c1cc(F)ccc1O
#20 Cc1ccc2c(c1)C1CN(C)CCC1N2C(=O)COc1ccc(S(=O)(=O)N2CCOCC2)cc1 (configuration not stated)
#21 COc1ccc(OC)c(N2C(=O)NC(=O)C3(Cc4cc(C)ccc4N(C)C3)C2=O)c1 (configuration not stated)
#22 CN1CCN(Cc2cn3cccnc3n2)CC1
#23 COC(=O)C1=C(c2cccc(OCc3ccccc3)c2)C[C@@H]2CC[C@H]1N2C(=O)NCc1ccc([N+](=O)[O-])cc1

Screen / compound no. | 19 | 20 | 21 | 22 | 23
sPLA2-III inh | 4 | 0 | -8 | 3 | -20
SMARCA2 activ | -3 | 1 | -3 | -1 | -1
DAX1 inh-1 | -0.7 | 1.4 | 0.2 | -0.7 | -0.4
DAX1 inh-2 | 0.3 | 0.2 | 0.2 | -0.3 | 0.7
PG9 Ab binder | 1.2 | -0.4 | -3.2 | -1.0 | 0.1
ssDAF12 agonist | -1.3 | -1.8 | -0.2 | -1.2 | -2.0
Rev-erbA mod | 6 | -3 | -3 | 4 | 4
GAA850 FXN act | 1.0 | 2.5 | 0.5 | -0.6 | -5.2
PLC-beta3 inh | 1 | 2 | 3 | -11 | 4
hcDAF-12 act | -2.2 | -0.9 | 1.2 | -1.0 | -1.4
hgDAF-12 ag | -1.8 | -0.6 | 2.5 | -2.0 | -4.9

Source: PubChem BioAssay
